Screens from PubChem BioAssay.
BLM helicase inh = qHTS Assay for Inhibitors of Bloom's syndrome helicase (BLM). Potency, µM (highest dose often 56.1 µM), for the others: top-dose activity change, negative = inhibition, most hits filed as inhibitors. recombinant BLM DNA unwinding, fluorescence dequenching. 350,000 compounds, 0.2% hits. AID 2528, 2010;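 further: potency means the concentration at half of the fitted maximal effect; plate controls were vehicle for no effect and no enzyme for full effect; nearly all actives have a fitted effect of over 35% in size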
APEX1 inh = qHTS Assay for Inhibitors of the Human Apurinic/apyrimidinic Endonuclease 1 (APE1). Potency, µM (doses to about 65.8 µM), without a hit: at the top dose activity change, negative = inhibition, hits mostly inhibitors. 350,000 compounds, 0.35% hits. AID 2517, 2012. DNA repair nuclease/redox regulator APEX1 (Homo sapiens), P27695. recombinant APE1, TAMRA/BHQ-2 abasic DNA cleavage fluorescence;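 further: potency means the concentration at half of the fitted maximal effect; plate controls were vehicle for no effect and reference inhibitor for full effect; nearly all actives have a fitted effect of over 55% in size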
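APE1 at 0.75 nM final was preincubated with compound 15 min at room temperature, then 50 nM double-stranded THF abasic-site substrate (5'-TAMRA/3'-BHQ-2) was added. Fluorescence (ex 525/em 598 nm) was read kinetically; third-minus-first read gave activity.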
POLK inh = qHTS for Inhibitors of Polymerase Kappa | purified Pol kappa, fluorescent DNA synthesis assay, 10 min | 400,000 compounds, 0.53% hits | DNA polymerase kappa (Homo sapiens), Q9UBT6 | Potency, µM (titrated, usually from 107 µM), for the others: at the highest dose activity, negative = inhibition, usual class: inhibitors; further: potency means the concentration at half of the fitted maximal effect; on the % scale 0 is the no-effect control and ±100 the full control effect
Target sequence (Q9UBT6 whole entry, looked up): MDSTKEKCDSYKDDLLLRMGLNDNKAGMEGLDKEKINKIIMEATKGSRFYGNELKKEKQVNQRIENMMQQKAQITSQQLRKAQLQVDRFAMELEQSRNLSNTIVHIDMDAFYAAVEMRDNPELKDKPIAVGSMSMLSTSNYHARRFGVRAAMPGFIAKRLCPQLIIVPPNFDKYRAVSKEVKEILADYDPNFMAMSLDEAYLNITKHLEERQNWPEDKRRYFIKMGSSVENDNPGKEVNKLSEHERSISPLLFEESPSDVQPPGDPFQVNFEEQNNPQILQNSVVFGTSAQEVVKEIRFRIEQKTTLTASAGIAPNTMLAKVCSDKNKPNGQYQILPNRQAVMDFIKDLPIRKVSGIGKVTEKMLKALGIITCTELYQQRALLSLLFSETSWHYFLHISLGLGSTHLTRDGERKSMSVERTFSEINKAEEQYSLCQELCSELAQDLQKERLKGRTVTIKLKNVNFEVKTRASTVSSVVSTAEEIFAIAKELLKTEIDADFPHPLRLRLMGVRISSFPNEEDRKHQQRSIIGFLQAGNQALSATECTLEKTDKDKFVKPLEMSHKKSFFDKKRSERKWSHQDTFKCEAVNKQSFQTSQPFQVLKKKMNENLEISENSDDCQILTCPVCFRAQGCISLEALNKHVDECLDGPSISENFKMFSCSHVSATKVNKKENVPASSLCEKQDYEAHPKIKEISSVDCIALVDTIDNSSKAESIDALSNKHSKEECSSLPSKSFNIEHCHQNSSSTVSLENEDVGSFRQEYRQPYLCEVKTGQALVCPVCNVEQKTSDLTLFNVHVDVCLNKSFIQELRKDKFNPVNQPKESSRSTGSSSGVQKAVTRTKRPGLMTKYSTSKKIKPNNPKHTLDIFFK
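Enzyme at 10 nM met test compounds for 15 min at room temperature. Substrate addition (50 nM final) began the reaction, which was monitored by fluorescence at 0 and 10 min.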
LDHA inh = qHTS assay for inhibitors of human lactate dehydrogenase. 480,000 compounds, 0.15% hits. activity change, % (values are at about 110 or 230 µM). purified LDHA, NADH/diaphorase-resazurin fluorescence; hits give low values. AID 1347041, 2019; in the data active means activity change below about -30%; inconclusive means mostly about -25% to -30%;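 further: plate controls were DMSO wells for no effect and wells without enzyme for full effect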
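Human LDH5 at 2 nM final in Tris HCl pH 7.4 with 0.06 mM NADH and 0.2 mM pyruvate, reacted 5 minutes at room temperature. Remaining NADH coupled via diaphorase/resazurin; resorufin fluorescence read at 0 and 20 minutes, normalized to enzyme-free and DMSO wells.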
GRP78 ERSR act = qHTS for Inducers of the Endoplasmic Reticulum Stress Response (ERSR) in Human Glioma: qHTS. U87-MG GRP78 promoter luciferase reporter, 16 h. Potency, µM, without a hit: at the top dose activation, actives largely listed as activators. 420,000 compounds, 0.02% hits; further: potency means the concentration at half of the fitted maximal effect; series mostly up to about 76 µM; % of control where 0% means no effect; nearly all actives have a fitted effect of over 35% in size
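Stably transfected U87-MG human glioma cells carrying a GRP78-based luminescent sensor were seeded at 1000 cells/well, pin-dosed with compounds and incubated 16 h. Luciferase reagent was then added, and end-point luminescence was read after 10 min at room temperature.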
Anesthetic bind = qHTS Assay for Identification of Novel General Anesthetics. Ferritin light chain (Equus caballus), P02791. AID 485281, 2010. Potency, µM (highest dose often 77.5 µM), inactives show top-dose activity change, negative = displacement, hits mostly inhibitors. 350,000 compounds, 0.074% hits. apoferritin/1-aminoanthracene competitive binding, fluorescence; further: potency means the concentration at half of the fitted maximal effect; on the % scale 0 is the no-effect control and ±100 the full control effect; nearly all actives have a fitted effect of over 20% in size
Target sequence (P02791 2-175 limits assumed): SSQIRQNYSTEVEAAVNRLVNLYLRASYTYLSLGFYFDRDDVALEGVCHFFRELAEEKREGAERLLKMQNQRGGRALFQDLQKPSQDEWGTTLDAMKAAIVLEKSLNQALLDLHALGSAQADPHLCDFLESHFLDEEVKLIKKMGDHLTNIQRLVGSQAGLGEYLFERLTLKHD
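Concentration-response curves derived by four-parameter Hill fitting of normalized fluorescence, where compounds displaced 1-AMA from 10 uM horse apoferritin following a brief 10 min room-temperature incubation; propofol titration acted as positive control.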
Pol eta inh = qHTS for Inhibitors of Polymerase Eta; Potency, µM (doses to about 114 µM), for the others: at the highest dose activity change, negative = inhibition, most hits filed as inhibitors; 390,000 compounds, 1.2% hits; recombinant Pol eta, fluorescent DNA replication assay; DNA polymerase eta (Homo sapiens), Q9Y253; further: potency means the concentration at half of the fitted maximal effect; on the % scale 0 is the no-effect control and ±100 the full control effect
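Pol eta at 10 nM preincubated with compounds 15 min at room temperature; reaction started with fluorescent substrate (50 nM final) and read kinetically at 0 and 10 min.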
POLB inh = qHTS Assay for Inhibitors of DNA Polymerase Beta; P06746; 340,000 compounds, 1.3% hits; Pol beta primer extension/strand displacement, fluorescence kinetic; AID 485314, 2010; Potency, µM (doses to about 114 µM), without a hit: at the top dose activity change, negative = inhibition, actives largely listed as inhibitors; further: potency means the concentration at half of the fitted maximal effect; on the % scale 0 is the no-effect control and ±100 the full control effect
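Pol beta (10 nM) was preincubated with compound for 15 min at room temperature. The reaction was then started with 50 nM substrate and read immediately and after a further 10 min at room temperature.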
POLI inh = qHTS for Inhibitors of Polymerase Iota | AID 588590, 2011 | DNA polymerase iota (Homo sapiens), Q9UNA4 | 390,000 compounds, 1% hits | Potency, µM (series often up to 115 µM), inactives show at the highest dose activity, negative = inhibition, most hits filed as inhibitors | Pol iota fluorescent replication assay, 10 min; further: potency means the concentration at half of the fitted maximal effect
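Pol iota at 10 nM preincubated 15 min with compounds at room temperature; reaction started with fluorescent substrate, 50 nM final. Fluorescence read kinetically at 0 and 10 min; buffer-only wells as negative control.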
An asterisk follows results filed as active; u = inconclusive; x = no result given; & = joins results of further samples; [ ] = another dose, or the depositor's remark. Unless noted, the call rests on the fitted dose curve; in most records, active means well fitted curve in the direction sought with a large enough effect; inconclusive means small, poorly fitted or top-dose-only effect, or another doubt; inactive means no such curve, though single readings can be large; an effect the other way counts as inactive or inconclusive. The list is partial. The share of hits here may be higher or lower than overall.

SMILES	Pol eta inh	GRP78 ERSR act	POLB inh	LDHA inh	POLI inh	Anesthetic bind	APEX1 inh	POLK inh	BLM helicase inh
COc1ccc(S(=O)(=O)N2CCCCCC2)cc1NC(=O)Cc1n[nH]c(=O)c2ccccc12	-4%	1%	x	-4&3	8%	x	-12%	-3%	x
Cn1nc(-c2ccccc2F)c2cc(C(=O)Nc3ccc4c(c3)OCCO4)sc21	-16%	-1%	1%	-7	6%	62%[activator]	5%	-10%	-12%
COc1cccc(N2CC(C(=O)Nc3ccc(F)cc3)CC2=O)c1 (stereo unspecified)	-11%	7%	2%	-3	u	-18%	34%	3%	-8%
Cc1ccc2nc(SCC(=O)Nc3cccc(S(=O)(=O)NC4=NCCCCC4)c3)[nH]c2c1	19%	0%	23%	-2	18%	-20%	16%	-4%	2%
CN(C)C(=O)c1cn(CCC#N)nc1-c1ccc2ccccc2c1	-7%	-2%	15%	0	36%[activator]	-1%	10%	12%	2%
Cn1nnnc1SCCCNCc1cccc(OCc2ccc(Cl)cc2)c1	x	x	-23%	-2	17%	u	x	-15%	-1%
CCOC(=O)N1CCc2c(sc(NCc3cccc(F)c3)c2C(=O)Nc2ccc(OCC)cc2)C1	2%	1%	13%	6	27%	-9%	x	-16%[60.1 µM]	-9%
CN(C)c1cccc(Oc2nc3c(c(=O)n(C)c(=O)n3C)n2C)c1	1%	-3%	2%	2	36%[activator]	-7%	18%	7%	-7%
COc1ccc(CC(=O)NC(C)C2COc3ccccc3O2)cc1OC (stereo unspecified)	-8%	-4%	-1%	-6	u	-7%	2%	-4%	-8%
Cc1cc(OCc2nc3ccccc3s2)ccc1N	-14%	-7%	14%	5	-14%	-21%	-5%	0%	1%
C[C@@H]1O[C@@H](OC[C@H]2O[C@@H](Oc3c(-c4cccc(O)c4O)oc4cc(O)cc(O)c4c3=O)[C@H](O)[C@@H](O)[C@@H]2O)[C@H](O)[C@H](O)[C@H]1O	x	-4%	x	x	x	x	u	7.1µM*	-2%
O=S(=O)(Nc1ncccn1)c1ccc(NC(=S)NCc2ccco2)cc1	-15%	-3%	13%	-7	109%[activator]	3%	2%	1%	-7%
COC(=O)c1[nH]c2ccc(C)cc2c1NC(=O)CCN1CCN(Cc2ccc3c(c2)OCO3)CC1	3%	-3%	u	-2	61%[activator]	-13%	1%	5%	4%
COc1cccc(OCC(O)CN2CCC(C)CC2)c1 (stereo unspecified)	-13%	0%	11%	1	-3%	-6%	5%	6%	-1%
O=[N+]([O-])c1ccccc1Oc1ccc(Cl)c2cccnc12	-21%	-2%	-6%	-3	145%[activator]	u	-4%	0%	-5%
CCCCCCSc1cc(-c2nc3cc(C)ccn3c2NC2CCCCC2)ccc1OC	-22%	-4%	x	5	7%	x	18%	-5%	x
CCN(CC)C(=O)CSc1nc(N)c(-c2ccccc2)c(=O)[nH]1	-3%	2%	-1%	1	-11%	-2%	17%	-6%	1%
COc1ccc(N2CCN(C(CNC(=O)C(=O)NCCC3=CCCCC3)c3ccco3)CC2)cc1 (stereo unspecified)	-17%	-2%	-1%	-6	20%	8%	0%	-5%	-2%
Cn1c(SCC(=O)NC2CCCC2)nnc1-c1ccco1	-13%	-1%	59%	-8	53%[activator]	-3%	6%	-6%	1%
C=CCn1c(SCC(=O)N(CCC)C2CCS(=O)(=O)C2)nnc1-c1ccccc1OC (stereo unspecified)	-2%	-3%	x	-3	27%	x	21%	-19%	x
CC1=C(C(=O)OCc2ccccc2)C(c2ccccc2OS(=O)(=O)c2ccccc2[N+](=O)[O-])NC(=O)N1CCCC(=O)O (stereo unspecified)	-12%	12%	x	-14	u	x	x	-12%	x
O=C(OCCN(C1=NS(=O)(=O)c2ccccc21)c1ccccc1Cl)c1ccc(Cl)cc1	-14%	-3%	-12%	4	6%	-23%	-4%	-1%	-15%
C(/C=C/c1ccco1)=N/N1CCN(c2ccccc2)CC1	-16%	0%	29%	0	-10%	-15%	0%	-5%	-4%
COc1cccc(NS(=O)(=O)c2ccc3c(c2)C2C=CCC2C(c2ccc(C(=O)O)cc2)N3)c1 (stereo unspecified)	3.2µM*	-5%	u	16	20µM*	-6%	-5%	16µM*	-22%
O=C(O)CN=C1NC2(CCCC2)Cc2ccccc21	-1%	-3%	32%	-12	4%	-4%	-1%	-11%	0%
Cc1ccc(-n2c(-c3ccc(Cl)cc3)n[nH]c2=S)cc1	-3%	-3%	20%	-4	12%	-5%	8%	-16%	-2%
Cc1ccc(/C=N\NC(=O)C2CN(S(=O)(=O)c3ccccc3)CCN2S(=O)(=O)c2ccccc2)cc1 (stereo unspecified)	-27%	-3%	3%	-8	86%[activator]	-12%	3%	-6%	4%
O=C(Cc1cccs1)Nc1ccc(Cl)cc1	-8%	-2%	0%	2	u	-8%	-1%	-1%	-6%
C=CCSc1nc2sc(C)c(C)c2c(=O)[nH]1	1%	-2%	3%	-8	-10%	-6%	-3%	-19%	-8%
O=S(=O)(c1ccccc1F)N1CCN(CCc2ccccc2)CC1	-17%	-3%	23%	0	102%[activator]	-12%	19%	2%	-15%
CC(C)CN(Cc1cc2ccccc2[nH]c1=O)C(=O)c1cccnc1	-19%	-2%	21%	-7	23%	-10%	14%	-11%	-1%
N#CCc1ccc(NC(=O)c2ccc(S(=O)(=O)N3CCCC3)cc2)cc1	4%	-2%	45%	-4	3%	-9%	-9%	-12%	1%
CCn1c(N)c(C(=O)NCCOC)sc1=S	0%	-3%	0%	-4	5%	-12%	1%	4%	0%
NC(=O)c1ccc(NC(=O)CS(=O)(=O)c2cn(CC(=O)N3CCCC3)c3ccccc23)cc1	-20%	-6%	18%	-12	26%	-9%	39%	-18%	-4%
CSc1nsc(SC)c1C(=O)OCC(F)(F)F	-11%	1%	9%	-1	2%	-15%	0%	-1%	8%
CCOC(=O)C1CCN(C(=O)c2cccc(NS(=O)(=O)c3ccc(F)c(F)c3)c2)CC1	-4%	0%	8%	-10	113%[activator]	-20%	3%	0%	0%
CCOC(=O)c1sc(NC(=O)C2CC(=O)N(c3ccccc3C)C2)nc1C (stereo unspecified)	-19%	-5%	0%	-5	67%[activator]	5%	u	-4%	-4%
Cc1ccc(-c2cc(C(=O)Nc3cnn(C(C)C)c3)no2)cc1	3%	-5%	16%	-6	6%	-14%	1%	3%	1%
CCn1c(=O)cc(SCC(=O)Nc2cccc(SC)c2)c2ccccc21	-14%	-7%	-3%	5	2%	-12%	-3%	1%	0%
N=c1oc2cc(O)ccc2cc1C(=O)Nc1ccc(Br)cc1	-15%	-1%	4%	-2	16%	54%[activator]	2%	3%	-14%

Compound profiles, as listed above.
N#CCc1ccc(NC(=O)c2ccc(S(=O)(=O)N3CCCC3)cc2)cc1 as listed: Pol eta inh: 4%; GRP78 ERSR act: -2%; POLB inh: 45%; LDHA inh: -4; POLI inh: 3%; Anesthetic bind: -9%; APEX1 inh: -9%; POLK inh: -12%; BLM helicase inh: 1%
CCn1c(N)c(C(=O)NCCOC)sc1=S as listed: Pol eta inh: 0%; GRP78 ERSR act: -3%; POLB inh: 0%; LDHA inh: -4; POLI inh: 5%; Anesthetic bind: -12%; APEX1 inh: 1%; POLK inh: 4%; BLM helicase inh: 0%

The results go on.
SMILES	Pol eta inh	GRP78 ERSR act	POLB inh	LDHA inh	POLI inh	Anesthetic bind	APEX1 inh	POLK inh	BLM helicase inh
CC(=O)Nc1ccc(S(=O)(=O)Oc2ccc(C(=S)N3CCCCC3)cc2)cc1	-14%	-5%	-18%	-5	14%	-14%	-12%	-7%	-3%
CN(C)CCCNCCCNC(=O)/C=N/O	-12%	-3%	33%	2	23%	0%	9%	-6%	2%
CCOC(=O)c1c(NC(=O)/C=C/c2ccc(OCC)cc2)sc(C(C)=O)c1C	-5%	-6%	10%	2	14%	-3%	x	9%	-2%
CCC(C)NS(=O)(=O)c1ccc(NC(=O)C2CCCO2)cc1 (stereo unspecified)	-15%	-1%	-12%	-6	47%[activator]	-1%	-2%	-6%	-11%
COc1ccc(C(=O)NCCc2nnc3ccc(SCC(=O)N4CCOCC4)nn23)cc1	4%	-3%	-4%	-1	43%[activator]	-1%	-2%	4%	3%
COCCn1c(-c2ccc(C#N)cc2)nc2c1c(=O)[nH]c(=O)n2Cc1ccccc1	-14%	-2%	1%	-3	18%	-9%	1%	9%	-1%
Cc1cc(F)ccc1NC(=O)CCS(=O)(=O)c1cc2c3c(c1)CCN3C(=O)CC2	-20%	-1%	9%	-9	-23%	-7%	x	-11%	-1%
Nc1ccc(N2CCOCC2)c2nonc12	79µM*	1%	u	17	u	-13%	u	-1%	32µM*
COc1ccc(-c2oc3ncnc(NCCCN4CCOCC4)c3c2-c2ccc(OC)cc2)cc1	-23%	-5%	u	-6	17%	0%	2%	-10%	-6%
O=Cc1nccc2ccccc12	1%	-1%	x	7	31%[activator]	x	x	-2%	x
O=C(O)CC(Cc1ccccc1)(C(=O)O)c1ccccc1 (stereo unspecified)	-9%	-6%	2%	-2	10%	-2%	3%	-7%	-4%
CCc1nn(CC(=O)NC2CC2)c(=O)c2cc3c(OC)cccc3n12	-17%	-5%	-1%	-4	2%	4%	x	4%	-8%
Cc1cc(C(=O)Nc2ccccc2C(=O)N2CCCCC2)ccc1[N+](=O)[O-]	-6%	-3%	-3%	2	-4%	-16%	3%	-3%	-4%
